Lipid storage S3: qHTS Assay for Lipid Storage Modulators in Drosophila S3 Cells | Drosophila S3 cells, BODIPY lipid droplet fluorescence, 18-24 h; cells fed with added oleic acid | lipid storage change, negative = inhibition, % at the top dose, mostly 46.1 µM; hits show Potency in µM | actives 0.64% (n = 320,000); active = well fitted inhibition curve with a large enough effect in the signal ratio, with a control signal flat, not every such curve was filed as active; inconclusive = small, poorly fitted or top-dose-only effect, or effect the other way, or a change in a side signal; the % refers to the signal ratio
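Drosophila S3 cells got compounds at several concentrations plus oleic acid (400 uM solution). Laser-scanning cytometry with 488 nm excitation read lipid droplets at 500-530 nm and cells at 575-640 nm. Percent activity was relative to 20 uM Triacsin C.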
Lipid storage S3 cell count max: further read-out of Lipid storage S3, marked with its call; cell number change, %; measured here: cell count max response;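 cells counted by Cell Tracker Red CMTPX staining in the red channel; peak over a dose series mostly up to 46.1 µM; percent activity relative to internal control wells on each plate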
Active calls of the source: *; i = inactive; ? = inconclusive; . = not tested or not shown; [ ] = dose if it differs, or a comment. % is scaled to controls: 0 for no effect and ±100 for the full control effect; potency is read from the fitted curve at half-maximal effect. Some of the compounds tested; count on the stated rates, not on these rows.

Order of results: Lipid storage S3	Lipid storage S3 cell count max
> COc1ccccc1N(Cc1ccccc1)S(=O)(=O)c1cc(C(=O)O)ccc1Cl
    ?	.
> COc1cccc(CN2CCN(Cc3cc(OC)c(OC)c(OC)c3)CC2)c1OC
    ?	.
> CC(C)(C)OC(=O)Cn1c(=O)cnc2ccccc21
    -0.8%	6.0
> CCOc1ccc(NC(=O)Nc2cc(-c3ccccc3)sc2C(=O)OC)cc1
    3.2%	-0.4
> O=S(=O)(Nc1ccccc1C(F)(F)F)c1ccc(-c2ccccn2)s1
    1.2%	1.2
> O=c1[nH]c2ccccc2nc1Cc1ccc([N+](=O)[O-])cc1
    19.8%	18.3
> Cc1onc(-c2ccccc2Cl)c1C(=O)NCc1nnnn1-c1ccc(F)cc1
    16.1%	.
> Cc1ccc(S(=O)(=O)CC(c2ccccc2)N2CCOCC2)cc1 (stereo not given)
    -8.4%	7.3
> COc1ccc(Cl)cc1Nc1nc(-c2sc(NC(=O)c3ccco3)nc2C)cs1
    ?	.
> COc1cnc(-c2ccccn2)nc1N(C)C
    ?	.

Later entries:
Order of results: Lipid storage S3	Lipid storage S3 cell count max
> O=C(NCc1ccncc1)C1CCN(S(=O)(=O)c2ccccc2)CC1
    ?	.
> COc1cccc(CN(C)C(=O)c2ccc3nccnc3c2)c1
    ?	.
> COc1ccc(C(=O)Nc2ccc(C(=O)Nc3cccnc3)cc2)cc1
    -9.5%	12.3
> Cc1sc(NC(=O)CN2CCOCC2)nc1-c1ccc2c(c1)CCN2S(=O)(=O)c1ccccc1
    ?	.
> O=C(Nc1ccc(Cl)c(Cl)c1)c1ccncc1
    i	.
> O=C1CC2(CCN(C(=O)c3cccc(Cl)c3)CC2)Oc2ccccc21
    ?	.
> O=C1c2cccc(OCc3ccc(F)cc3)c2CCN1Cc1ccccc1
    -4.9%	.
> O=c1c2c([nH]c3ccccc13)CCCC2
    ?	.
> O=C(CC1(O)C(=O)N(Cc2ccccc2)c2ccccc21)c1ccncc1 (stereo not given)
    ?	.
> O=C(O)c1ccc(Cn2ccc3ccccc32)o1
    4.4%	3.3

The results go on:
Order of results: Lipid storage S3	Lipid storage S3 cell count max
> COc1ccc(-c2ocnc2C(=O)N2CCN(Cc3cccnc3)CC2)cc1
    7.1%	11.4
> O=C(N/N=C/c1cc(Br)c(O)c(Br)c1)c1cccc(C(F)(F)F)c1
    ?	.
> CCc1ccc(C(=O)NC(CCSC)C(=O)O)cc1 (stereo not given)
    21.5%	.
> CCN(CC)c1ccc(/C=N/NC(=O)c2ccco2)c(O)c1
    -5.4%	1.0
> COc1ccc(CCNC(=O)CCS(=O)(=O)c2ccc3c(c2)oc(=O)n3C)cc1OC
    i	-20.8
> COc1ccc(-c2cc(C(F)(F)F)n3ncc(C(=O)N(C)Cc4ccccc4)c3n2)cc1
    10.3%	.
> C=CCn1c(C)nnc1SCC(=O)N1CCN(S(=O)(=O)c2ccccc2)CC1
    4.0%	-6.0
> CC(=O)Nc1ccc(SCC(=O)c2cc(C)n(CC(F)(F)F)c2C)cc1
    ?	.
> CN1CCN(C(=O)C2CCN(c3ncnc4c3nc3n4CCCCC3)CC2)CC1
    ?	.
> CCCCOc1ccc(/C=N/NC(=O)c2nnn(-c3nonc3N)c2C)cc1
    ?	.

(more compounds)
Order of results: Lipid storage S3	Lipid storage S3 cell count max
> CC(=O)c1c(C)[nH]c(C(=O)CN2C(=O)NC3(CCCCC3)C2=O)c1C
    ?	.
> COc1ccc(CN2C(=O)c3cccnc3C2=O)cc1S(=O)(=O)NCc1ccc(C)o1
    ?	.
> CSc1nc(N)nc(SCCS(=O)(=O)c2ccc(Cl)cc2)c1C#N
    -15.0%	-13.8
> O=C(Nc1ccccc1C(=O)Nc1ccc(Cl)cc1)c1cccnc1
    ?	.
> COc1cccc(CC(=O)Nc2cc(S(=O)(=O)N3CCOCC3)ccc2N2CCOCC2)c1
    ?	.
> Cc1ccc(S(=O)(=O)N2CCN(Cc3ccccc3)CC2)c(C)c1N(C)S(=O)(=O)c1ccccc1
    -6.8%	-4.8
> COCCN(C(=O)c1cccc(OC)c1)c1nnc(-c2ccncc2)s1
    ?	.
> CC(C)CCNC(=O)C12CN(Cc3ccccc3)CC1C(c1cccc([N+](=O)[O-])c1)=NO2 (stereo not given)
    2.8%	-9.1
> O=c1[nH]c2c(s1)C(c1ccco1)C1C3CCC(C3)C1S2 (stereo not given)
    ?	.
> N#Cc1cn(CC(=O)N2CCCc3ccccc32)c2ccccc12
    -2.3%	-19.7

Single values from above:
Lipid storage S3 cell count max result of Cc1ccc(S(=O)(=O)N2CCN(Cc3ccccc3)CC2)c(C)c1N(C)S(=O)(=O)c1ccccc1 : -4.8
Lipid storage S3 result of CC(C)CCNC(=O)C12CN(Cc3ccccc3)CC1C(c1cccc([N+](=O)[O-])c1)=NO2 (stereo not given) : 2.8%
Lipid storage S3 cell count max result of N#Cc1cn(CC(=O)N2CCCc3ccccc32)c2ccccc12 : -19.7

Some of the entries above, set out differently.
N#Cc1cn(CC(=O)N2CCCc3ccccc32)c2ccccc12
  Lipid storage S3: -2.3% | Lipid storage S3 cell count max: -19.7

COCCN(C(=O)c1cccc(OC)c1)c1nnc(-c2ccncc2)s1
  Lipid storage S3: ? | Lipid storage S3 cell count max: .

Next records
compound,Lipid storage S3,Lipid storage S3 cell count max
Cc1ccc(C(=O)NNC(=O)c2ccccc2OCc2c(C)noc2C)cc1,?,.
CC(C)C(=O)Nc1c(-c2ccc(Cl)cc2)c(=O)c2ccccc2n1C,?,.
Cc1ccc(S(=O)(=O)N2CCCC2C(=O)NCc2ccncc2)cc1 (stereo not given),?,.
CCOC(=O)Cc1cc(=O)c2c(=O)n(-c3ccccc3)[nH]c2[nH]1,?,.
CSc1nc(Cl)cc(=O)[nH]1,?,.
O=C(NC(c1ccccc1)C(Cl)(Cl)Cl)c1ccccc1 (stereo not given),?,.
CC(=O)NC(Cc1ccccc1)C(=O)NC1CCN(C(=O)NCc2ccccc2)CC1 (stereo not given),?,.
O=C(N/N=C/c1cccnc1)c1cc2c(ccc3ccccc32)o1,?,.
CC(C)(C)c1ccc(NC(=O)CNC2CCCc3ccccc32)cc1 (stereo not given),?,.
CC(C)(C)c1cc(/C=N/O)cc(C(C)(C)C)c1O,?,.
O=C(Nc1ccc(Cl)cc1)c1ccc(OCC2CCCO2)cc1 (stereo not given),11.4%,12.4
CC1CC(=O)Nc2ccccc2N1C(=O)Cn1cnc2ccc(Br)cc2c1=O (stereo not given),?,.

Remaining list, next part:
compound,Lipid storage S3,Lipid storage S3 cell count max
Cc1cc(C)n(C(=O)c2ccccc2[N+](=O)[O-])n1,0.8%,-8.1
CC(=O)N1CCN(S(=O)(=O)c2cccc(C(=O)Nc3ccccc3N3CCCC3)c2)CC1,?,.
CCOc1[nH]n(-c2ccc(Cl)cc2)c(=O)c1C=Nc1ccc(OC)cc1,?,.
COc1ccc(C)cc1NC(=O)c1ccccc1N(C)S(=O)(=O)c1ccccc1,?,.
CCC(C(=O)O)n1cnc2scc(-c3ccc(C)c(C)c3)c2c1=O (stereo not given),i,.
O=C(O)c1cccc(NS(=O)(=O)c2ccc3c(c2)OCCCO3)c1,?,.
O=C(CN1C(=O)NC2(CCCCC2)C1=O)NNC(=O)C1CC1,?,.
CCC(C)(C)NC(=O)C(c1ccc(OC)cc1)N(Cc1cccs1)C(=O)CCC(=O)Nc1cc(C)on1 (stereo not given),?,.
CCC(=O)Nc1nonc1-c1nc2ccccc2n1N(C(=O)CC)C(=O)CC,?,.
COc1cccc(NC(=O)Cc2nnc(SCC(=O)NC3=NCCS3)n2C)c1,?,.
O=C(c1ccc(F)cc1)N1CCN(Cc2ccccc2Br)CC1,i,.
O=C(NCCN1CCCC1)C1(S(=O)(=O)c2ccc(Cl)cc2)CC1,0.2%,-2.8

Continued.
compound,Lipid storage S3,Lipid storage S3 cell count max
O=C(NCc1ccc(Cl)cc1)c1ccc(S(=O)(=O)N2CCCCC2)cc1,?,.
CCn1c(SCC(=O)Nc2ccc(C)cc2)nc2nc3c(cc2c1=O)CCCC3,-0.8%,-3.4
CCCNC(=O)c1ccc(N2CCC3(CC2)CC(c2cccc(Br)c2)=NO3)c(NC(=O)c2c(Cl)cccc2Cl)c1,?,.
CCOC(=O)N1CC=C2C(C#N)=C(N)C(C#N)(C#N)[C@H](c3cccs3)C2C1 (stereo not given in full),-4.4%,-14.9
CCCNC(=O)CN1C(=O)COc2ccc(S(=O)(=O)N3CC(C)CC(C)C3)cc21 (stereo not given),i,-15.6
Cc1ccc(OCC(=O)Nc2ccc(C(N)=O)cc2)cc1,?,.
Fc1ccc(CSc2nnc(-c3cccs3)o2)cc1,?,.
COc1ccc(N2CCN(C(=O)Cc3ccc(S(=O)(=O)N4CCOCC4)s3)CC2)cc1,?,.
O=C(NCC1CCCO1)C1CCCN(S(=O)(=O)c2cccc(C(F)(F)F)c2)C1 (stereo not given),?,.
COc1ccc(C(=O)COC(=O)CSCc2c(C)noc2C)cc1OC,?,.
OCCC1CN(Cc2ccccc2OC2CCCC2)CCN1Cc1ccsc1 (stereo not given),6.0%,-4.6
CCCCN=C(NNc1ccc(Br)cc1)C(=O)OCC,?,.

Grouped by structure: those above with a nitro group on carbon.
compound,Lipid storage S3,Lipid storage S3 cell count max
O=c1[nH]c2ccccc2nc1Cc1ccc([N+](=O)[O-])cc1,19.8%,18.3
CC(C)CCNC(=O)C12CN(Cc3ccccc3)CC1C(c1cccc([N+](=O)[O-])c1)=NO2 (stereo not given),2.8%,-9.1
Cc1cc(C)n(C(=O)c2ccccc2[N+](=O)[O-])n1,0.8%,-8.1

New compounds follow
compound,Lipid storage S3,Lipid storage S3 cell count max
C=CCN(CC=C)c1nc2ccccc2nc1C(C#N)C(=O)OC(C)C (stereo not given),-7.2%,-17.8
Cc1cccc(N(CC(=O)NC2CCCC2)C(=O)CNC(=O)c2ccco2)c1C,i,9.5
O=C1CCCC(c2ccccc2)N1 (stereo not given),?,.
CCS(=O)(=O)N1CCC(C(=O)NCCc2ccc(C)cc2)CC1,?,.
CCOC(=O)c1sc2nc(CC(=O)OC)nc(NCc3ccco3)c2c1C,?,.
CCN(CC)S(=O)(=O)c1cc(NS(=O)(=O)c2ccc(Cl)c(C(=O)O)c2)ccc1C,23.4%,7.6
O=C(NCc1ccncc1)c1cccc(Cn2cc(Br)cn2)c1,?,.
COCCn1c(SCC(=O)Nc2ccccc2OC)nc2ccccc2c1=O,?,.
CCc1c(O)cc2n(c1=O)-c1ccc(Cl)cc1C2(C)C,?,.
CCn1cc(S(=O)(=O)CC(=O)Nc2ccc3c(c2)OCO3)c2ccccc21,13.4%,1.7
O=C(N/N=C/c1cccc(F)c1)c1c(O)c2ccccc2[nH]c1=O,-3.0%,-5.5
CN(Cc1ccccc1)C(=O)COC(=O)CCN1C(=O)C2CC=CCC2C1=O (stereo not given),?,.

Continuation.
compound,Lipid storage S3,Lipid storage S3 cell count max
CCN(CC(=O)Nc1c(F)cccc1F)C(=O)c1cc(-c2cccs2)nn1-c1ccccc1,12.1%[0.0737 µM],.
O=C1c2ccccc2C(=O)N1c1ccc(S(=O)(=O)N2CCN(c3ccccc3)CC2)cc1,?,.
CCOc1ccc(/C=N/OCC(=O)Nc2cc(C)on2)cc1,i,.
COc1ccc(N(C(C)C(=O)N(C)Cc2ccccc2)S(C)(=O)=O)cc1 (stereo not given),i,5.8
CCCn1c(CNC(=O)c2cccs2)nc2ccccc21,?,.
COc1ccc(OCC(=O)Nc2ccccc2N2CCN(C)CC2)cc1,?,.
COc1ccc(CCN(Cc2cccs2)S(=O)(=O)c2ccc(S(=O)(=O)N3CCCCCC3)cc2)cc1OC,3.4%,-8.6
O=C(Nc1ccc(-c2cccc(F)c2)cc1)C1CCCN(Cc2ccccn2)C1 (stereo not given),?,.
COC(=O)Nc1nc(Sc2ncc(C(F)(F)F)cc2Cl)n[nH]1,?,.
O=C(CSc1c(Cl)cccc1Cl)NC1CCCc2ccccc21 (stereo not given),-4.5%,-25.1
CO/N=C(\CCC(=O)O)c1cccs1,?,.
COC(=O)CSc1nc2nc(-c3cccs3)cc(C(F)(F)F)c2c(=O)[nH]1,14.1%,9.7

Following part:
compound,Lipid storage S3,Lipid storage S3 cell count max
CC(=O)N1CCN(C(=S)NCCc2ccccc2)CC1,-4.5%,6.3
Cc1cc(C)nc(N(C#N)CC(=O)c2ccccc2)n1,?,.
Fc1ccc(C2CCCN2Cc2nc(CC3CC3)no2)cc1 (stereo not given),-5.4%,0.2
Cc1c(C(=O)Nc2ccccc2F)cnn1-c1ccccc1,?,.
Cc1cc(C(=O)NCCC(C)C)c2ccccc2n1,4.5%,12.3
CCC(=O)N1c2ccc(S(=O)(=O)CCC(=O)Nc3ccc(OC)cc3OC)cc2CC1C (stereo not given),?,.
CO/N=C(\C(=O)O)c1csc(NN=C(C)C)n1,-17.1%,1.7
O=C(COC(=O)CCS(=O)(=O)c1ccc(Cl)cc1)NCCc1ccc(Cl)cc1Cl,18.2%,.
O=C(Cc1cccs1)Nc1nnc(Cc2ccc(F)cc2)s1,7.6%,18.9
O=C(Nc1ccc2c(c1)OCO2)C1CCCCN1S(=O)(=O)c1ccc(F)cc1 (stereo not given),?,.
COc1ccc(S(=O)(=O)N2CCCC(C(=O)N3CCOCC3)C2)cc1Cl (stereo not given),?,.
CCOc1cccc2cc(C(=O)OCC(=O)Nc3c(C)cccc3CC)c(=O)oc12,?,.
COC(=O)[C@@]12CCCCN1[C@H](c1ccc(-c3ccccc3)cc1)[C@H]1C(=O)N(C)C(=O)[C@H]12,?,.
CCC(=O)Nc1cc2[nH]c(=O)cc(C)c2cc1C,?,.
COC(=O)c1nn(-c2ccc(-c3ccccc3)cc2)cc1O,?,.

Screens as filed in PubChem BioAssay.
